HTR5A ag ctr = HTR5A agonists in luminescence cell assay, primary screen, counter-screen for OPRM1-OPRD1 heterodimer agonist project, full-deck HTS | 340,000 compounds, 0.61% hits | 5-hydroxytryptamine receptor 5A (Homo sapiens), P47898 | AID 504692, 2011 | cell-based | activation, % at 9.3 µM; in the data active = activation mostly above about 9.5%, no sharp cut-off; inactive = mostly below about 7.6%;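 also: 0% = cells with vehicle only and 100% = reference agonist; strong numbers were not always called active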
AddAB inh = growth inhibition of E. coli expressing H. pylori AddAB, primary screen, AddAB inhibitor project, absorbance. inhibition, % at 11.9 µM. 330,000 compounds, 0.29% hits. AID 435030, 2010; in the data active = inhibition above about 12%;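 also: 0% = vehicle wells of infected cells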
phage Ecoli inh = growth loss of phage-infected E. coli, primary screen, RecBCD inhibitor project, absorbance, with phage, HTS; inhibition, % at 11.9 µM; 360,000 compounds, 0.26% hits; AID 651602, 2012; in the data active = inhibition above about 11%
MOR-DOR ag = agonists of OPRM1-OPRD1 heterodimerization, primary screen, cell-based, luminescence | Mu-type opioid receptor (Homo sapiens) + Delta-type opioid receptor (Homo sapiens), … | cells | activation, % at 9.3 µM | 340,000 compounds, 0.3% hits | AID 504326, 2011; in the data active = activation above about 18%;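 also: 0% = vehicle-treated cells and 100% = reference agonist; values of inactives mirror those of a sister screen read the other way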
PKA-R1A act = activators of PKA-R1A holoenzyme, primary screen, biochemical, fluorescence polarization, Cy5-IP20, bovine R1A, mouse PKAc; activation, % at 11.4 µM; 340,000 compounds, 0.083% hits; PKA-R1A dissociation; scaled: DMSO 0%, 113 µM cGMP 100%; cAMP-dependent protein kinase type I-alpha regulatory subunit (Bos taurus) + …;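 active = percent activation above the mean of all tested compounds plus 3 SD, cut at about 19% in these data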;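 also: higher means more PKAc released from R1A so a rise in polarization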
SUMO Mot1 rescue = yeast Mot1-301 growth rescue at high temperature, primary screen, SUMOylation pathway inhibitor project, S. cerevisiae, ATP luminescence, 38.5C; S. cerevisiae Mot1-301 growth rescue; percent above DMSO median, 100 means doubled; growth rescue, % at 18.8 µM; 320,000 compounds, 1% hits; AID 2716, 2010;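 active = every valid replicate shows activation above 250% relative to neutral control wells; inactive = the rest, any valid replicate at or below 250%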;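 also: OY570 slx delta 5 strain wells were the positive control but not used for scaling; some compounds called inactive have numbers as strong as hits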
DSG3 Ab inh = inhibitors of pemphigus antibody binding to DSG3, primary screen, biochemical, bead-based, flow cytometry, scFv-GFP | AID 588358, 2011 | Desmoglein-3 (Homo sapiens), P32926 | 310,000 compounds, 0.48% hits | binding (percent of control), % at 10 µM | DSG3-coupled beads, scFv-anti-DSG3-GFP binding; active compounds read low;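 active = binding more than 3 SD below its plate's average and above zero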;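 also: hits lower antibody fragment binding to DSG3; some compounds called inactive have numbers as strong as hits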
Target sequence (P32926 whole entry, looked up, the tested form may be a part): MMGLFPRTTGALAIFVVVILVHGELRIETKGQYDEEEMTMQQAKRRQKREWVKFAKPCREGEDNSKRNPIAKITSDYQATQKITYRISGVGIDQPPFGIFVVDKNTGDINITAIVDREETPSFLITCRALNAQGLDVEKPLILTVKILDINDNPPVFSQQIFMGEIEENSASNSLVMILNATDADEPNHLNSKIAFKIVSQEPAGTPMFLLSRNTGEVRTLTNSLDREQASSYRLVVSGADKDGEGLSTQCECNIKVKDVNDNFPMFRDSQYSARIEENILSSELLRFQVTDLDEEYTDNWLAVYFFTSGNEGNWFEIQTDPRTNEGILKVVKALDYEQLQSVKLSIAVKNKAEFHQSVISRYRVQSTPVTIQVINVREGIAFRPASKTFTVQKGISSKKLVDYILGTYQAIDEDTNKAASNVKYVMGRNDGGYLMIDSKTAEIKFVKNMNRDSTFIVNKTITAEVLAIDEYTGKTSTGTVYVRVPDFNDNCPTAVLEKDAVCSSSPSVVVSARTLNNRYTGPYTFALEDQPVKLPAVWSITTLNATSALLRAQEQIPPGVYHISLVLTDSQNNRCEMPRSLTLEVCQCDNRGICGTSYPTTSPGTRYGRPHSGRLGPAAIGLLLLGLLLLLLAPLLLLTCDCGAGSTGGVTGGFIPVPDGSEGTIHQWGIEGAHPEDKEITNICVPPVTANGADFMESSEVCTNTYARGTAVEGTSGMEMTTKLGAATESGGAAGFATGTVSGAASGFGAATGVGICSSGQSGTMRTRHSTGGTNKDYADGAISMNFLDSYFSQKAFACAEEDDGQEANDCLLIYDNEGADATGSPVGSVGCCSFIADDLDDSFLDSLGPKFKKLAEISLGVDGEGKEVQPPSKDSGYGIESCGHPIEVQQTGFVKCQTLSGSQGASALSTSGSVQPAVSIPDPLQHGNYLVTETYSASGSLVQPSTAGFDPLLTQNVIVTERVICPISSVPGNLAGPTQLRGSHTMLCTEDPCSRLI
PfHsp90 yeast 2 = growth inhibition of PfHsp90-expressing yeast, primary screen, antimalarial PfHsp90 inhibitor project, S. cerevisiae, BacTiter-Glo luminescence, single point, set 2; inhibition, % at 9.4 µM; 310,000 compounds, 0.32% hits; BacTiter-Glo ATP, 48 h; yeast lacking PDR1 and PDR3 efflux regulators; AID 504621, 2011;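 active = every replicate shows inhibition above about 80%, whatever the replicate mean, limit read from the data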;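 also: 0% = DMSO neutral controls and 100% = 20 µM radicicol positive controls; yeast relying on Plasmodium falciparum Hsp90 in place of its own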
Ecoli viability = E. coli V3065 growth inhibition, primary screen, counter-screen for AddAB inhibitor project, absorbance, OD600. 18 h. inhibition, % at 11.9 µM. AID 449728, 2010. 330,000 compounds, 0.27% hits;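 active = inhibition above the campaign's mean inhibition across all tested compounds plus 3 SD, cut at about 9.9% in these data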;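 also: uninfected addAB+ strain grown without phage in ampicillin broth; 0% = DMSO wells and 100% = ciprofloxacin 0.95 µg/ml wells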
MOR-DOR inv ag = inverse agonists of MOR-DOR heterodimerization, primary screen, cell-based, luminescence; inhibition, % at 9.3 µM; 340,000 compounds, 0.21% hits; Mu-type opioid receptor (Homo sapiens) + Delta-type opioid receptor (Homo sapiens), …; cell-based MOR-DOR heterodimer luminescence, inverse agonism; in the data active = inhibition above about 22%, passing the limit was not always enough;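 also: 0% = cells with DMSO and 100% = wells without cells with DMSO; values of inactives mirror those of a sister screen read the other way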
HTR5A inv ag = HTR5A inverse agonists in luminescence cell assay, primary screen, counter-screen for OPRM1-OPRD1 heterodimer inverse agonist project, full-deck HTS; 5-hydroxytryptamine receptor 5A (Homo sapiens), P47898; HTR5A cell line, inverse agonism; inhibition, % at 9.3 µM; 340,000 compounds, 0.083% hits; in the data active = inhibition mostly above about 23%, no sharp cut-off; inactive = mostly below about 18%;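 also: 0% = cells with DMSO and 100% = no-cell wells with DMSO; some compounds called inactive have numbers as strong as hits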
* hit, by the source's call; . = not tested or not shown.

SMILES,HTR5A ag ctr,AddAB inh,phage Ecoli inh,MOR-DOR ag,PKA-R1A act,SUMO Mot1 rescue,DSG3 Ab inh,PfHsp90 yeast 2,Ecoli viability,MOR-DOR inv ag,HTR5A inv ag
CN(C(=O)CSc1nnc(Nc2ccccc2)s1)c1c(N)n(Cc2ccccc2)c(=O)[nH]c1=O,-1,1.9,2.7,-3.0,1,-3,115,10,-0.5,12,18
O=C(NCc1ccccc1C(F)(F)F)c1cccc2c1C(=O)c1ccc(N3CCCCC3)cc1S2(=O)=O,1,2.0,-1.1,-2.9,0,-3,123,2,-0.2,13,-2
COC(=O)c1ccccc1NC(=O)C1CC(=O)N(c2ccc(C)c(C)c2)C1 (stereo unspecified),-1,1.3,2.6,2.0,-9,-15,102,-20,-1.6,-12,2
Cn1c(SCC(=O)C(C)(C)C)nnc1-c1ccncc1,0,0.9,0.9,-2.7,-5,-1,106,9,0.4,14,1
CCOC(=O)C1CCCN(C(=O)Cn2nc(CC)n3c(cc4sccc43)c2=O)C1 (stereo unspecified),3,3.3,2.0,-0.5,11,-3,153,6,-1.5,3,-16
CC(C)(C)c1cc(N)n2nc(C(C)(C)C)cc2n1,1,2.0,2.5,-1.4,3,112,96,-28,-1.0,7,27
CCn1ncc(C(=O)Nc2ccc([N+](=O)[O-])cc2OC)c1C,0,4.8,2.7,-2.3,-3,-5,96,3,0.2,12,0
Cc1cccc(C)c1NC(=O)c1ccc([N+](=O)[O-])s1,3,2.0,5.0,2.2,-10,-13,93,-33,1.8,-11,5
Cc1ccc(OCc2nc(-c3cccs3)no2)c([N+](=O)[O-])c1,-2,1.0,-0.8,-0.8,-12,-15,111,0,-0.6,4,5
Cc1ccc(-n2c(C)cc(/C=N/NC(N)=S)c2C)cc1,1,2.3,-1.2,-3.4,-2,3,107,-30,1.9,18,-12
COc1cccc(CN2CCN(Cc3cccc(Oc4ccccc4)c3)CC2)c1OC,3,-1.7,-4.1,2.1,4,1,92,10,-0.7,-10,-12
c1ccc(OCCN2CCN(Cc3nc(-c4ccc5c(c4)OCO5)no3)CC2)cc1,-4,0.0,2.8,0.6,-10,17,98,-22,-1.5,-4,11
COC(=O)c1sc(NC(C)=O)c(C(=O)OC)c1C,-2,-0.4,2.0,-0.7,2,-2,85,10,-1.6,4,1
O=C(CN1CCN(c2ccccc2)CC1)Nc1ccc(-n2cnnn2)cc1,7,-0.7,2.6,-1.8,-5,-9,86,8,-3.0,10,-12
COc1ccc(OC)c2c1sc(=NC(=O)C(C)(C)C)n2C,3,-0.3,1.9,4.7,-9,5,105,3,-0.9,-28,-11
Cc1cc(C(=O)NNC(=O)c2cccs2)c(C)o1,8,2.5,0.9,-0.9,-11,185,96,20,1.2,4,-18
O=C(NNC(=S)Nc1cccc(Cl)c1)c1ccccc1,3,-2.5,-4.8,-0.6,20*,42,103,-21,-5.0,3,-1
COc1ccc(-n2nc(C(=O)NCC(=O)NCc3ccc(F)cc3)c3ccccc3c2=O)cc1OC,5,2.6,-1.7,-2.2,16,4,.,-26,-0.6,14,-2
COCCNc1nnc(Cc2ccc(Cl)cc2)c(=O)[nH]1,0,-0.5,-2.6,-3.4,-10,-8,96,11,-1.9,15,1
CCOc1ccccc1CN1CCCC(C(=O)Nc2cccc(-n3cccn3)c2)C1 (stereo unspecified),-3,1.2,0.7,5.5,-8,29,.,-1,1.3,-28,0
Cc1sc2ncnc(N3CCN(S(=O)(=O)c4ccc(F)cc4)CC3)c2c1C,-1,2.0,-1.4,-1.4,-8,1,.,-16,0.6,9,-1
CN1C(=O)N(CC(=O)Nc2cccc(S(=O)(=O)N(C)c3ccccc3)c2)C(=O)C12CCCCC2,-3,.,3.2,0.5,2,.,99,-12,.,-3,11
O=Cc1ccccc1Oc1nc(N2CCOCC2)nc(N2CCOCC2)n1,2,2.0,2.1,-2.9,-12,70,102,6,-1.1,14,-24
CC1=C(C(=O)N2CCOCC2)C(c2c(F)cccc2F)NC(=O)N1 (stereo unspecified),-1,-0.5,3.4,-4.9,3,-20,98,3,-0.8,24,-31
COc1cccc(C(=O)NCC2CCCN2S(=O)(=O)c2ccccc2)c1 (stereo unspecified),7,-0.2,4.7,-0.9,-3,0,106,-10,0.8,6,-21
Nc1nc(N)nc(-c2cc(O)ccc2O)n1,3,-1.0,0.8,-2.0,-13,8,104,-2,-0.8,9,6
[O-]C1=N/[N+](=C/c2ccccc2)CC1,2,0.9,2.3,-3.1,-6,-16,88,-11,0.4,16,-19
O=C(CN1CCCCC1)Nc1cccc(Cl)c1Cl,4,2.7,0.6,3.6,-8,90,92,.,-1.6,-18,-8
CCCCN=CC1=C(O)CC(c2ccccc2)CC1=O (stereo unspecified),0,0.2,3.2,-0.3,-1,15,111,17,0.1,1,1
CCN(CC)CCNc1nc(SC)nc2sc3c(c12)CCN(C)C3,-3,-0.1,0.0,6.6,7,-11,115,16,1.0,-29,10
CCC(=O)c1ccc(OCC(O)CNC2CCCC2)cc1 (stereo unspecified),0,-1.6,4.7,-4.6,-1,-5,99,7,-0.7,21,-1
O=C(N/N=C/c1ccco1)c1cc(-c2ccncc2)nc2ccccc12,2,.,2.3,-0.9,-7,.,107,43,.,4,-5
COc1ccc(OC)c(/C=N\NC(=O)c2c(C)nc3cc(C)ccn23)c1,4,-3.3,-0.6,-1.5,0,2,111,12,-0.9,8,-11
COC(=O)c1ccc(NC(=O)CNC(=O)C2CCCCC2)cc1,-1,-0.5,0.6,1.0,-2,423,99,.,-4.8,-6,3
O=C1NC(c2ccccc2)(C(F)(F)F)C(=O)N1Cc1cccnc1 (stereo unspecified),-3,2.1,0.0,-3.9,2,3,.,-11,-1.2,16,1
COc1ccc(OC)c(NC(=O)CSc2nnc(CNC(=O)COc3ccc(Cl)cc3)o2)c1,0,-0.8,-0.6,0.6,-10,2,62,0,-1.3,-3,3
O=C(NC1CCCC1)c1ccc(CS(=O)(=O)Cc2ccccc2Cl)o1,-2,3.7,0.2,-3.0,-17,-1,108,-9,-0.8,15,7
CSc1nnc2c(n1)OC(C)=Nc1ccccc1-2,-3,-1.0,1.8,-2.7,-9,-12,104,-19,2.3,14,12
CCc1ccc(N(CC(=O)NC2CCCCC2)S(=O)(=O)c2c(C)noc2C)cc1,-1,4.0,2.4,-1.6,4,-5,104,-10,-1.3,8,4
CS(=O)(=O)N(CC(=O)N1CCOCC1)c1ccc2c3c(cccc13)CC2,5,0.2,3.2,0.1,-6,99,100,-5,-0.7,-1,-23
Cc1ccc(S(=O)(=O)N(C)C)cc1NC(=O)C(C)N(C)Cc1sccc1C (stereo unspecified),10,-0.8,0.6,-1.2,10,4,.,28,1.4,8,-10
CCc1nnc(NC(=O)c2cccc(S(=O)(=O)N3CCCCC3)c2)s1,12,-0.9,1.8,-3.4,-5,224,102,-6,-1.3,17,-28
CC1CCc2nc(N)c(C#N)c(-c3cccnc3)c2C1 (stereo unspecified),6,2.3,2.7,-3.1,-1,-5,97,-1,-1.6,16,-15
CN(Cc1ccccc1)Cc1c(F)cccc1F,0,1.8,0.2,0.1,-6,18,99,4,2.2,0,7
CCOc1ccc(NC(=S)N2CCN(C/C=C/c3ccccc3)CC2)cc1,0,2.1,1.2,1.8,-6,16,116,.,2.8,-8,0
CN(NC(=O)c1c(Cl)cccc1Cl)c1cccc(Cl)n1,0,-0.2,0.8,-2.3,9,4,.,-11,2.4,11,-1
CNc1cc([N+](=O)[O-])ccc1N/C=C/C(=O)c1ccc2c(c1)OCO2,1,3.4,2.0,-2.7,0,269,97,-10,0.0,16,-3
COc1cc(CCC(=O)OCC(=O)N2CC(=O)Nc3ccccc32)cc(OC)c1OC,1,-3.5,2.3,-3.4,-2,6,116,-24,-0.3,16,-5
CCc1cc2ccc(C)c(C)c2nc1SCC(=O)Nc1cc(C)on1,-5,4.0,2.5,3.6,-5,-10,102,-9,-0.1,-20,13
CCOC(=O)C[C@H]1c2cc(F)ccc2S(=O)(=O)N1c1ccccc1,-3,5.6,3.1,-1.5,5,-10,109,.,-3.1,8,-24

Next part:
SMILES,HTR5A ag ctr,AddAB inh,phage Ecoli inh,MOR-DOR ag,PKA-R1A act,SUMO Mot1 rescue,DSG3 Ab inh,PfHsp90 yeast 2,Ecoli viability,MOR-DOR inv ag,HTR5A inv ag
COc1ccccc1N1CC(C(=O)Nc2ccc(C)c(S(=O)(=O)N3CCOCC3)c2)CC1=O (stereo unspecified),0,0.7,1.1,-4.5,0,100,.,6,1.7,17,-4
COc1ccc(S(=O)(=O)N2CCCCC2)cc1NC(=O)c1cccc(S(=O)(=O)N2CC(C)OC(C)C2)c1 (stereo unspecified),2,.,0.5,-0.5,-7,.,112,5,.,2,-5
O=C(Nc1cc(Sc2nc3ccccc3s2)cc([N+](=O)[O-])c1)c1cccc(F)c1F,-4,1.3,2.1,8.6,-6,-2,99,-10,1.8,-49,14
C[C@@H]1[C@H]2[C@@H](O[C@@H]3O[C@H](CO)[C@@H](O)[C@H](O)[C@H]3O)OC=C(C(=O)O)[C@H]2C[C@@H]1O,-1,1.7,2.2,-1.5,12,3,.,13,-1.3,7,18
O=C(NCCCN1CCOCC1)c1ccc(Cl)s1,4,0.7,3.0,5.1,5,-10,100,1,-2.6,-29,-19
CC(C)=CCC/C(C)=C/CNC(=O)C[C@H]1C[C@H](C(=O)N2CCOCC2)[C@@]2(C)c3[nH]c4cc(CCC(=O)N(C)C)ccc4c3CCN2C1=O,2,-2.0,-0.7,-0.2,4,.,96,5,-2.0,1,-5
Cc1nc(SCc2nc3ccc(C(=O)c4ccccc4)cc3[nH]2)c2oc3ccccc3c2n1,3,0.6,1.4,-0.9,-5,11,104,-7,-1.2,5,14
CC[C@@H]1[C@H]2CCCC(=O)N3CC[C@@H](C[C@@H]1Nc1ccccc1)[C@@H]23,13,2.6,0.5,-2.8,0,9,99,-16,0.2,15,-6

Compound activity (PubChem)
